Source: PubChem (several laboratories)
TNAP inh noacc – blocks human TNAP activity with no phosphate acceptor present | P05186 | AID 1012 | hit rate 0.26% among 200,000 | inhibition, % at 20 µM | purified TNAP, CDP-star luminescence, 30 min;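 active = tissue-nonspecific alkaline phosphatase inhibition above about 50% at 20 µM in the single-dose screen, limit read from the data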;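 also: 0% = DMSO negative control and 100% = EDTA positive control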
Target sequence (P05186 whole entry, looked up): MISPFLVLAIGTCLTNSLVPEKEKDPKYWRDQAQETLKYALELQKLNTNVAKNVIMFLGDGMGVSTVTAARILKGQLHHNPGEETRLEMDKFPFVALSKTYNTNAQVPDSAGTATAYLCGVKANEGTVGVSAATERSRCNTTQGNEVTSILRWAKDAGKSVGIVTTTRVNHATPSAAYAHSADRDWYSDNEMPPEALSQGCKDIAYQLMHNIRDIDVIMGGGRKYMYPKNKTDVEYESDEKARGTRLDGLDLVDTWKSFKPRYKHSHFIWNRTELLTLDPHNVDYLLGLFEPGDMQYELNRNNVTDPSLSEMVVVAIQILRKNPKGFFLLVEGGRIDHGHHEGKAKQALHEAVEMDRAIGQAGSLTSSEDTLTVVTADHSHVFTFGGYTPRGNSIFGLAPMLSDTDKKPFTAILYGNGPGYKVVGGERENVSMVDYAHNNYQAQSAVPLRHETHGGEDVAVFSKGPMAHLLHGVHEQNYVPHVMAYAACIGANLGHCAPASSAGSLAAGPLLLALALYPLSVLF
bIAP inhibitor – intestinal alkaline phosphatase (bovine) inhibition; inhibition, % at 20 µM; 190,000 tested, under 10 active; purified bovine IAP, CDP-star luminescence, 30 min;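 active = over 50% inhibition of intestinal alkaline phosphatase at 20 µM in the single-dose screen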
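System: purified bovine intestinal alkaline phosphatase (IAP) enzyme; Input: IAP diluted 1/65,000,000 in the well; Measured by: CDP-star luminescence signal; Compound dosing: 20 µM single dose; Incubation: 30 min reaction at room temperature.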
RAM inhibit – inhibitors of the yeast RAM network; S. cerevisiae dse1pr::URA3 reporter, 5-FOA growth OD615, 2 d; analog-sensitive cbk1-as2 kinase mutant strain; inhibition, % at 50 µM; hit rate 1.8% among 190,000; AID 868;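 active = inhibition above a set limit, 3 SD over mean compound inhibition, cut at about 8.4% in these data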;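 also: 0% = DMSO-only wells with no growth and 100% = 10 µM 1-NA-PP1 full growth; inhibition rescues growth on 5-FOA so higher OD means more RAM inhibition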
FLuc inh counter – inhibits firefly luciferase, flagging false hits in luciferase inhibition screens; hit rate 1.5% among 200,000; ATPLite firefly luciferase biochemical luminescence, 10 min; inhibition, % at 10 µM;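 active = inhibition above about 50% when tested at 10 µM, limit read from the data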
Target sequence (P08659 whole entry, looked up): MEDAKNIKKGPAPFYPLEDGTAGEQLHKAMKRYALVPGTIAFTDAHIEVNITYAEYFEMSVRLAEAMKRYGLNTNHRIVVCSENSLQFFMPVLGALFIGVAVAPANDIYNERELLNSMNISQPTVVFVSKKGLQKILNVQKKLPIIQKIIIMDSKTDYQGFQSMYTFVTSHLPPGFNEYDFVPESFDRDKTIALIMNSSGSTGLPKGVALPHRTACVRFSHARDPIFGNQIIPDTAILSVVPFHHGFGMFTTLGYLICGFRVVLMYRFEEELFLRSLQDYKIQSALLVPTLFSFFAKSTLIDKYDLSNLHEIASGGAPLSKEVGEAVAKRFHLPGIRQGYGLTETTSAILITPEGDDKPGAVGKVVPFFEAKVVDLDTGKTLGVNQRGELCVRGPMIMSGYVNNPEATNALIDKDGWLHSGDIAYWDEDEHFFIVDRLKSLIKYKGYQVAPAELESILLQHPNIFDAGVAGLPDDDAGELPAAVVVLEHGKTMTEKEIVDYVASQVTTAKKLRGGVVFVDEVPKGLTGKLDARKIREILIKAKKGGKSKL
TNAP act hi DEA – increases human TNAP activity under high phosphate acceptor concentration. P05186. purified TNAP, CDP-star luminescence, 1 M DEA, 30 min; stronger effect = higher value; 0 = EDTA background, 1 = DMSO-only activity. activation factor at 20 µM. 200,000 tested, under 10 active. AID 1136;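 active = activation factor at least 2 at 20 µM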
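Dosing: 20 µM single point. System: human TNAP. Amount: TNAP 1/800 final. Incubation: 30 min, room temperature. Read-out: TNAP activation factor scaled between EDTA and DMSO control wells. Signal: luminescence from CDP-star hydrolysis. Medium: 1 M DEA, pH 9.8, Mg2+, Zn2+. Control set: EDTA negative control, DMSO positive control.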
L major viab – reduces viability of Leishmania major promastigotes | resazurin fluorescence viability | inhibition, % at 10 µM | hit rate 9% among 200,000 | AID 1063; in the data active = inhibition above about 50%;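 also: promastigotes grown with compound for 44 hours at 28 °C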
TNAP inh hi DEA – blocks human TNAP under high phosphate acceptor concentration. P05186. purified TNAP, CDP-star luminescence, 1 M DEA. inhibition, % at 20 µM. hit rate 0.03% among 200,000;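 active = over 50% inhibition of tissue-nonspecific alkaline phosphatase at 20 µM in the single-dose screen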;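 also: plate controls were DMSO wells for no effect and EDTA-quenched wells as full inhibition for full effect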
FLuc stim CS – firefly luciferase counter-screen for stimulation assays. P08659. ATPlite luciferase biochemical, luminescence, 10 min; 0 = ATP-free wells, 1 = DMSO control. activation factor at 10 µM. 200,000 tested, under 10 active. AID 1027;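 active = luciferase activation factor, scaled between plate controls, of at least 2 with compound at 10 µM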
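Assay system: Luciferase/luciferin reagent mix; Medium: PBS as buffer for the ATP substrate; Dosing: test compounds dosed from 2 mM stocks in 100% DMSO; Times: 10 min, room temperature; Signal: luminescence from luciferase reaction; Read-out: luciferase activation; Controls: No-ATP low control, compound-free enzyme-plus-ATP high control.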
APP 5UTR inh – APP translation inhibition; inhibition, % at 2 µM; AID 1285; SH-SY5Y APP 5'UTR-luciferase reporter, luminescence; hit rate 0.82% among 190,000;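 active = inhibition above a set limit, derived from the sample mean plus 3 SD, cut at about 45% in these data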; also: values of inactives mirror those of a sister screen read the other way
bIAP act – increases bovine intestinal alkaline phosphatase activity; purified bovine IAP, CDP-star luminescence, 30 min; stronger effect = higher value; fold of DMSO-control signal, blank-subtracted; activation factor at 20 µM; hit rate 0.17% among 200,000; AID 1016;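 active = activation factor of 2 or more at 20 µM, a signal rise over negative controls twice the positive control's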
* marks the source's active call; other numbers are inactive results; nt = not tested or not shown.

Structure,TNAP inh noacc,bIAP inhibitor,RAM inhibit,FLuc inh counter,TNAP act hi DEA,L major viab,TNAP inh hi DEA,FLuc stim CS,APP 5UTR inh,bIAP act
Cc1cccc(Nc2cc(=O)[nH]c(=O)[nH]2)c1C,-15,-20,-0.3,-9,1,28,-3,1.1,-22,1.2
CCOC(=O)c1c(C2CC2)csc1NC(=O)COC(=O)c1cnc(Cl)c(Cl)c1,-19,nt,6.5,-4,1,-5,1,1,-14,0.5
CN(C)c1nc(OCCOC(=O)c2ccccc2)nc(N(C)C)n1,2,-1,0.7,-8,1.1,3,-8,1.1,12,1
O=C(NCC1(c2ccccc2)CCOCC1)c1ccc(Br)o1,-8,2,0.6,-6,1,-7,-4,1.1,5,1
Cc1sc2nc(CN3CCOCC3)nc(N3CCOCC3)c2c1C,-3,-10,0.1,-4,1.1,-4,-8,1,0,1.1
CCOc1ccc(CCNc2ccc3nnc(-c4ccccc4)n3n2)cc1OCC,-46,13,2.8,-5,1.1,77*,-11,1,10,0.9
NC(=O)c1cn(-c2ccccc2)nc1-c1cc2ccccc2oc1=O,-13,13,5.8,-4,1.1,-1,-10,1,-13,0.9
Cc1ccc(NC(=S)NC(=O)c2ccc(Br)o2)c(C)c1,1,-22,4.7,6,1,-7,-2,0.9,-94,1.2
CCc1cc2c(C)ccc(C)c2nc1SCC(=O)Nc1c(C)[nH]c(=O)[nH]c1=O,-59,8,-0.8,-2,1,11,-5,1,-5,0.9
CCC(=O)N/C(=N/c1nc(C)cc(C)n1)Nc1cccc(OC)c1,-13,-1,1.9,-10,1.1,31,-8,1.1,4,1
CC(C)C(=O)N(Cc1ccccc1)c1ccccn1,-9,4,-1.0,2,1,-7,-5,1,26,1
Cc1nn(CC(=O)NC2C(=O)N3C(C(=O)O)=C(CSc4nnnn4C)CSC23)cc1Br (stereo not given),-16,1,0.0,-6,1,-3,-4,1.1,1,1
CC(=O)c1c(C(C)=O)c(C)n(-c2nc(-c3ccccc3)c(C)s2)c1C,-9,14,1.0,-7,1,6,-3,1.1,-3,0.9
O=C(CN(C(=O)CNC(=O)c1ccco1)c1ccc2c(c1)OCO2)NC1CCCCC1,-13,-18,0.9,1,1.1,-8,-7,1,-7,1.2
COc1cccc(N=Nc2c(N)[nH]n3c(=O)c4c(nc23)CCCC4)c1,-103,-7,0.6,-4,0.8,74*,17,1,5,1.1
O=C(C1CCCCC1)N1CCC(n2nnc3ccccc32)CC1,-8,4,2.2,-5,1,-10,-2,1.1,-3,1
COc1ccc(S(=O)(=O)Nc2ccc(F)c(Cl)c2)cc1OC,-15,-4,-0.7,-4,1.1,-5,-7,1,7,1
COC(=O)c1ccc(NC(=O)CCN2CCN(Cc3ccccc3)CC2)cc1,-9,6,0.1,-6,1,75*,-1,1.1,11,0.9
O=C(NCc1cccnc1)c1cc(-c2ccco2)on1,3,-7,0.0,-1,1,-7,-2,1,-8,1.1
c1cc(CN2CCN(C3CCCCCC3)CC2)ccn1,1,-23,1.6,-6,1,-7,-2,1.1,4,1.2
CN(CC(=O)N1CCc2[nH]c3ccc(F)cc3c2C1)CC1OCCO1,-6,3,1.5,-4,1,0,-2,1,7,1
Cc1ccc(-n2nnnc2-c2cnc3cc4c(cc3c2C)OCO4)cc1,-4,6,0.0,-4,1,10,-3,1,6,0.9
CN1CCN(CCCNC(=O)c2ccc(/C=C3\Sc4ccccc4N(Cc4ccc(F)cc4)C3=O)cc2)CC1,-2,6,-2.5,-7,1,100*,-1,1.1,-12,0.9
COc1cc(OC)c(NC(=O)CCNC(=O)Cn2ccc3ccccc3c2=O)cc1Cl,-1,6,2.7,-6,1.1,-10,-6,1.1,4,0.9

Two entries from above, reformatted.
Fields – TNAP inh noacc, bIAP inhibitor, RAM inhibit, FLuc inh counter, TNAP act hi DEA, L major viab, TNAP inh hi DEA, FLuc stim CS, APP 5UTR inh, bIAP act
> O=C(NCc1cccnc1)c1cc(-c2ccco2)on1
  3, -7, 0.0, -1, 1, -7, -2, 1, -8, 1.1
> c1cc(CN2CCN(C3CCCCCC3)CC2)ccn1
  1, -23, 1.6, -6, 1, -7, -2, 1.1, 4, 1.2

Later entries:
Structure,TNAP inh noacc,bIAP inhibitor,RAM inhibit,FLuc inh counter,TNAP act hi DEA,L major viab,TNAP inh hi DEA,FLuc stim CS,APP 5UTR inh,bIAP act
COc1ccc(/C(C)=N/N2C(=O)c3ccccc3NC2c2ccc(O)c(OC)c2)cc1 (stereo not given),-13,10,1.7,27,1.1,-2,-10,0.7,-26,0.9
CCN1CCN(c2cc(C)c3cc(NC(=O)c4cnccn4)ccc3n2)CC1,13,3,1.4,-5,1.1,16,-6,1,0,1
COc1ccc(C(=O)Cn2c(N3CCOCC3)nc3ccccc32)cc1OC,-9,-5,nt,-2,1,nt,-4,1,nt,1.1
CCn1nc(C(=O)OCC(=O)c2ccc3c(c2)OCCO3)c2ccccc2c1=O,-7,6,4.8,40,1.1,-6,-7,0.6,5,0.9
S=C(NC1CCCCC1)N1CCn2cccc2C1c1ccncc1 (stereo not given),-11,-2,1.2,-6,1,0,-4,1.1,-2,1
O=C(CCC(=O)Nc1ccccc1)NNC(=O)c1ccccc1Cl,-9,-20,1.8,2,1,-8,-1,1,-3,1.2
Cc1cc2oc(C(=O)Nc3cccnc3)c(C)c2cc1C,-13,2,1.4,8,1,-2,-4,0.9,-8,1
CCC(C)C(=O)Nc1ccc(OC)cc1OC (stereo not given),-15,4,4.8,-6,1.1,-4,-7,1.1,4,1
Cc1ccc(NC(=O)CN2C(=O)C(C)Oc3ccccc32)nc1 (stereo not given),-11,8,0.8,-5,1,-6,-4,1.1,5,0.9
O=C(Nc1cc(Oc2ccccc2)cc([N+](=O)[O-])c1)C12CC3CC(C1)CC(n1cnc(Cl)n1)(C3)C2,-3,12,5.6,-6,1,80*,1,1.1,-1,0.9
O=C1N(Cc2cccnc2)C[C@@H]2C[C@@H](c3ccc4nonc4c3)N3CCC[C@@]123,-8,7,1.6,-5,1,-4,-2,1,-7,0.9
Cc1ccc(-n2c(-c3cc(C)n(C)n3)n[nH]c2=S)cc1,15,-4,-0.2,0,1,-1,0,1,6,1
COC(=O)c1sc(=S)n(-c2cc(F)ccc2F)c1N,-13,-1,-0.9,-5,1,-3,-2,1.1,-2,1
Cc1ccc(NNC(=O)C(O)(c2cccc(C(F)(F)F)c2)c2cccc(C(F)(F)F)c2)cc1,-3,-13,2.8,-6,1,70*,-4,1.1,20,1.1
CC(=O)c1cccc(NC(=O)N2CCN(S(C)(=O)=O)CC2)c1,2,10,1.0,-2,1,-2,1,1,-18,0.9
CC(C)OC(=O)c1cc(C(=O)c2cc(Cl)ccc2O)coc1=N,-6,5,1.2,-4,1,-11,-2,1,-15,0.9
COc1ccccc1N1C(=O)CC(Sc2n[nH]c(-c3cccc(C)c3)n2)C1=O (stereo not given),14,-2,1.1,11,1,-7,3,0.9,8,1
Cc1nnc(Oc2ccccc2)c2ccccc12,-6,6,-0.1,4,1,1,-2,1,-26,0.9
CCc1ccccc1NC(=O)Cn1nnc(C(=O)NCc2cccs2)c1N,-12,0,4.3,-3,1,-4,-5,1,4,1
CCOC(=O)c1sc(NC(=O)C(CC)Sc2nccn2C)nc1C (stereo not given),-4,2,3.4,-8,1.1,9,-8,1.1,-1,1
COC(=O)c1[nH]c2cccc(OC)c2c1NC(=O)CN1CCN(c2cccc(OC)c2)C(C)C1 (stereo not given),-2,4,-0.4,-5,1.1,5,-5,1.1,-2,1
COCCn1c(SCC(=O)NC(=O)NCc2ccccc2)nc2ccccc21,-5,-5,0.3,-9,1,7,-4,1.1,-1,1.1
O=C(Nc1ccccc1)N1CCN(Cc2ccc3c(c2)OCO3)CC1,-16,-2,0.5,0,1,-3,-3,1,0,1
O=C(N=C1c2ccccc2CN1c1ccc(F)c(F)c1)c1cccnc1,-6,-15,1.8,5,1,5,-2,0.9,-30,1.1

In another format: entries from further up.
> COc1cc(OC)c(NC(=O)CCNC(=O)Cn2ccc3ccccc3c2=O)cc1Cl
  TNAP inh noacc: -1
  bIAP inhibitor: 6
  RAM inhibit: 2.7
  FLuc inh counter: -6
  TNAP act hi DEA: 1.1
  L major viab: -10
  TNAP inh hi DEA: -6
  FLuc stim CS: 1.1
  APP 5UTR inh: 4
  bIAP act: 0.9
> COc1ccc(/C(C)=N/N2C(=O)c3ccccc3NC2c2ccc(O)c(OC)c2)cc1 (stereo not given)
  TNAP inh noacc: -13
  bIAP inhibitor: 10
  RAM inhibit: 1.7
  FLuc inh counter: 27
  TNAP act hi DEA: 1.1
  L major viab: -2
  TNAP inh hi DEA: -10
  FLuc stim CS: 0.7
  APP 5UTR inh: -26
  bIAP act: 0.9
> CCN1CCN(c2cc(C)c3cc(NC(=O)c4cnccn4)ccc3n2)CC1
  TNAP inh noacc: 13
  bIAP inhibitor: 3
  RAM inhibit: 1.4
  FLuc inh counter: -5
  TNAP act hi DEA: 1.1
  L major viab: 16
  TNAP inh hi DEA: -6
  FLuc stim CS: 1
  APP 5UTR inh: 0
  bIAP act: 1

Following part.
Structure,TNAP inh noacc,bIAP inhibitor,RAM inhibit,FLuc inh counter,TNAP act hi DEA,L major viab,TNAP inh hi DEA,FLuc stim CS,APP 5UTR inh,bIAP act
CC1(C(=O)N2CC3(CC(c4ccccc4)=NO3)C[C@H]2C(=O)NCC(N)=O)CC1 (stereo not given in full),-15,7,0.7,-3,1,-6,-2,1,3,0.9
CC(C)COc1ccc(Cc2cnc(N)nc2N)cc1,-5,12,-0.4,-3,1,72*,-4,1,-8,0.9
CC(C)(C)c1ccc(C(=O)Nc2ccc(NC(=O)c3ccco3)cc2)cc1,-9,6,2.4,-6,1,-7,-3,1.1,-10,0.9
O=C1S/C(=C\c2ccc(N3CCOCC3)o2)C(=O)N1Cc1c(F)cccc1Cl,-8,27,4.1,-3,0.8,4,20,1,-9,0.7
COC(=O)Cn1c(=O)c2c(nc(Br)n2CC(=O)OC)n(C)c1=O,-19,10,2.6,-7,1.1,-4,-8,1.1,5,0.9
COc1ccc(CNS(=O)(=O)c2ccc(F)c(C(=O)Nc3ccccc3OC)c2)cc1,-8,-13,4.5,-3,1,2,-2,1,-6,1.1
O=C(/C=C/c1ccccc1)N1CCN(Cc2nc3ccccc3c(=O)[nH]2)CC1,-4,-5,0.8,4,1.1,-2,-6,1,3,1.1
Cc1cccc(NC(=O)CSc2nnc(CNC(=O)c3ccc(S(=O)(=O)N(C)C)cc3)n2-c2ccc(F)cc2)c1,-4,9,4.5,-4,1,-8,-1,1,5,0.9
COC(=O)CN(c1cc(C(F)(F)F)ccc1Cl)S(C)(=O)=O,-10,6,0.8,-5,1,0,-3,1.1,2,0.9
COc1cc(C2Nc3c(F)cccc3C3C=CCC32)cc(Br)c1OC (stereo not given),-6,-26,2.7,-4,1,23,-1,1,-9,1.3
CCOCCCNC(=O)C1CCC(CNS(=O)(=O)c2ccc(OC)cc2)CC1 (stereo not given),-6,-10,4.8,-6,1,-3,0,1.1,14,1.1
